Assay outcomes (PubChem BioAssay)
CAL PDZ FP-1: human CAL PDZ-peptide interaction inhibition. Q9HD26. purified CAL PDZ, TMR-peptide fluorescence polarization, 1 h. inhibition, % at 20 µM. 330,000 tested, 0.02% active. AID 504414;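 active = highest replicate inhibition of at least 40%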;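 note: plate controls were DMSO neutral control wells for no effect and unlabeled competitor peptide control wells for full effect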
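Control set: unlabelled peptide and DMSO controls / Material: purified CerCALP PDZ construct / Timing: 1 h incubation at room temperature before polarization reading / Doses: 20 µM, one dose / Detection: fluorescence polarization (mP)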
LANA DNA inh: blocks KSHV LANA C-terminal domain binding to DNA | MBP-C-LANA/FAM-LBS DNA binding, fluorescence polarization | inhibition, % at 9 µM | 340,000 tested, 0.078% active | AID 504423;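 active = highest replicate inhibition at or above 60% at 9 µM, even if other replicates fall short; inactive = all replicates below 60% inhibition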;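 note: 0% = neutral control wells and 100% = 4 µM acridine orange control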
Cardiac RTF inh: cardiac RTF calcium desensitization; 340,000 tested, 0.12% active; P19429+P45379; inhibition, % at 7.15 µM; IANBD-labeled cardiac RTF, Ca2+ fluorescence;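 active = inhibition above the mean inhibition of all tested compounds plus 3 SD, cut at about 17% in these data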;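 note: assay run at fixed EC70 calcium of 1.6 mM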
DSG3 Ab inh: human desmoglein-3 autoantibody binding inhibition | P32926 | DSG3-coupled beads, scFv-anti-DSG3-GFP binding, flow cytometry; active compounds read low | binding (percent of control), % at 10 µM | 310,000 tested, 0.48% active | AID 588358;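 active = binding more than 3 SD below its plate's average and above zero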;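 note: hits lower antibody fragment binding to DSG3; some compounds called inactive have numbers as strong as hits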
Keap1-Nrf2 PPI: inhibitors of human Keap1-Nrf2 protein-protein interaction | Keap1 Kelch-Nrf2 peptide fluorescence polarization, 1536-well | 340,000 tested, 0.15% active | inhibition, % at 9.4 µM | AID 504523; in the data active = inhibition above about 12%;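 note: human Keap1 Kelch domain with fluorescein labeled Nrf2 9mer peptide probe; 0% = neutral control wells and 100% = peptide positive control; higher means more block of Keap1 binding to Nrf2 peptide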
V-ATPase pH: regulators of yeast V-ATPase proton transport | S. cerevisiae, pHLuorin cytosolic pH fluorescence | response, % at 10 µM | 350,000 tested, 0.37% active | AID 504577; in the data active = response mostly above about 7.3%, no sharp cut-off; inactive = mostly below about 5.4%; note: actives read high; inactives centre near 0; some compounds called inactive have numbers as strong as hits
Arr AP2 block: human beta-arrestin and AP2 interaction inhibition | FITC-arrestin peptide / GST-AP2 beads, flow cytometry; AP2 beta2 appendage carries R879A mutation | inhibition, % at 10 µM | 340,000 tested, 0.31% active | AID 504490;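 active = inhibition above a set limit, near 3 SD of compounds lacking own fluorescence, cut at about 54% in these data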;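 note: plate controls were DMSO wells for no effect and 5 µM unlabelled arrestin peptide for full effect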
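test system = AP2 appendage R879A on GSH beads | buffer or medium = PBS plus Tween 20 (0.05%) and BSA (0.1%) | incubation = 12 min plus 1 h, RT | detection = bead flow cytometry, FITC channel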
NSD2 HMT inh: blocks human histone methyltransferase NSD2; AID 743445; inhibition, % at 12.5 µM; 310,000 tested, 0.54% active; NSD2 peptide methylation, AlphaScreen, 120 min; in the data active = inhibition above about 50%
Target sequence (O96028 whole entry, looked up): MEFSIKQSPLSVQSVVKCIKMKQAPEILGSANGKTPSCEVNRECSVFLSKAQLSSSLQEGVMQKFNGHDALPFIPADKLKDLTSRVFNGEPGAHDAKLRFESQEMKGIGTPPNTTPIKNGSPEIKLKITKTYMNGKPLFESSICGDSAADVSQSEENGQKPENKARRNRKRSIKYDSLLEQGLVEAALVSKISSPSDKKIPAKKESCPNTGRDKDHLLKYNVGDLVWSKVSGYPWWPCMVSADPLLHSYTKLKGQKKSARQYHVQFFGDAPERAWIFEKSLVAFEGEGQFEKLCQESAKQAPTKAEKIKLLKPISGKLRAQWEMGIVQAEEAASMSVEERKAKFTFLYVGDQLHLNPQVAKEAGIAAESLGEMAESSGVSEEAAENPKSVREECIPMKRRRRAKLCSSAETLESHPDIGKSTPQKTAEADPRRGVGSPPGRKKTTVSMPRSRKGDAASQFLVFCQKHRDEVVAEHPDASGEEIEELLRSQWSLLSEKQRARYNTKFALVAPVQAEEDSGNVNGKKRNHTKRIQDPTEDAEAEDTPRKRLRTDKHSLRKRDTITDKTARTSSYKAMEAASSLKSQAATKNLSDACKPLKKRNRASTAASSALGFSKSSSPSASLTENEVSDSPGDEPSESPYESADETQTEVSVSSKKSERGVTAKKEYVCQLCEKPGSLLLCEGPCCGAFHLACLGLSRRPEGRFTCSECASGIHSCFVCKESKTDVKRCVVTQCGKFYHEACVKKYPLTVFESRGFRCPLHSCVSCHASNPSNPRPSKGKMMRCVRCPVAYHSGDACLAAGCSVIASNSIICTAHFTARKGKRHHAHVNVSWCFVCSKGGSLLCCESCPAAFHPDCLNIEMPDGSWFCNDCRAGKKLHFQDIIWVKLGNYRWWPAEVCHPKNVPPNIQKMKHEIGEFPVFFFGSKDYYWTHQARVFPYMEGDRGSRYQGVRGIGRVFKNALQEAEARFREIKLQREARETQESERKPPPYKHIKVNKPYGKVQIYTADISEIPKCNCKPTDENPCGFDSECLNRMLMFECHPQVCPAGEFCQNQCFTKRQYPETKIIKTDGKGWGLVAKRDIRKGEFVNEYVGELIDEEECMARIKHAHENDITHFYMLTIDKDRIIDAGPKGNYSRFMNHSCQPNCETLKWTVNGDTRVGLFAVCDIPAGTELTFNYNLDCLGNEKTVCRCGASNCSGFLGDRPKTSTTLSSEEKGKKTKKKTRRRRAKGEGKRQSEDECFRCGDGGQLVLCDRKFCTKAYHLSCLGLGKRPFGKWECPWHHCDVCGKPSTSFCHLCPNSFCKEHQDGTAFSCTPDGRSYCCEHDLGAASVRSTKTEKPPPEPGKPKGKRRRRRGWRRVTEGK
DAGLB inhibitor: diacylglycerol lipase beta (human) inhibition; HEK293T DAGLB membrane lysate, EnzChek fluorogenic substrate; AID 504411; Q8NCG7; inhibition, % at 5.17 µM; 340,000 tested, 0.059% active; in the data active = inhibition above about 34%;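 note: 0% = enzyme with vehicle and 100% = wells lacking enzyme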
CAL PDZ FP-2: CAL PDZ (human) peptide binding inhibition; inhibition, % at 24.9 µM; 300,000 tested, 0.92% active; AID 602252; purified CAL PDZ, TMR-peptide fluorescence polarization, 1 h;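 active = mean inhibition of at least 30% with at least half of replicates also reaching 30%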;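 note: 0% = DMSO neutral control and 100% = excess unlabeled competitor peptide PRC23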
Starred values were filed as active, the others as inactive; nt = not tested or not shown. These rows are one share of the data; the hit share may differ from the screen's.

Preview:
Below each SMILES: LANA DNA inh, CAL PDZ FP-2, NSD2 HMT inh, V-ATPase pH, Cardiac RTF inh, DAGLB inhibitor, Arr AP2 block, CAL PDZ FP-1, DSG3 Ab inh, Keap1-Nrf2 PPI
CCn1cc(CN2CCCC(C(=O)Nc3cccc(-n4cccn4)c3)C2)cn1 (configuration not stated)
    nt, nt, 6, -1, nt, -4, nt, nt, 103, nt
CC[n+]1c(/C=C/c2cc([N+](=O)[O-])ccc2O)ccc2ccccc21
    2.4, -3, 25, 5, -8, 6, -3, 0.1, 101, -4
COc1ccc(C(C)=O)cc1CN1C(=O)NC2(CCCCCCC2)C1=O
    -0.3, nt, 0, 1, -9, -1, 15, -2.0, 101, -3

The list itself, repeating the preview:
Below each SMILES: LANA DNA inh, CAL PDZ FP-2, NSD2 HMT inh, V-ATPase pH, Cardiac RTF inh, DAGLB inhibitor, Arr AP2 block, CAL PDZ FP-1, DSG3 Ab inh, Keap1-Nrf2 PPI
CCn1cc(CN2CCCC(C(=O)Nc3cccc(-n4cccn4)c3)C2)cn1 (configuration not stated)
    nt, nt, 6, -1, nt, -4, nt, nt, 103, nt
CC[n+]1c(/C=C/c2cc([N+](=O)[O-])ccc2O)ccc2ccccc21
    2.4, -3, 25, 5, -8, 6, -3, 0.1, 101, -4
COc1ccc(C(C)=O)cc1CN1C(=O)NC2(CCCCCCC2)C1=O
    -0.3, nt, 0, 1, -9, -1, 15, -2.0, 101, -3
Cc1cccc2c1N(C(=O)CN1C(=O)c3ccccc3C1=O)C(C)(C)c1ssc(=S)c1-2
    1.6, -2, -3, -11, -2, 21, -10, 0.0, 76, 5
Cc1ccc2nc(-c3ccccc3)cn2c1
    1.1, -1, nt, nt, 7, -2, -13, -3.4, 98, -7
O=C(NCc1ccco1)C1CCC(N2C(=O)c3ccccc3C2=O)CC1 (configuration not stated)
    -0.2, -1, -2, 1, -7, 2, -1, -1.6, 105, -3
CCOc1cc2[nH]c(=S)n(CCC(=O)N3CCc4ccccc4C3)c(=O)c2cc1OCC
    0.1, -3, -1, -2, -2, 2, -1, -0.2, 104, -8
Cc1ccc(C(O)c2ccc(-n3ccnc3)cc2)cc1 (configuration not stated)
    1.6, 2, 3, -1, -5, 1, 2, -1.1, 90, -4
O=C(CCCOc1ccccc1)NC(=S)Nc1ccccc1
    -0.4, nt, -2, 4, -6, -3, -16, -0.9, 105, -5
Cc1ccc(OCc2nnc(SCc3ccc(C#N)cc3)n2-c2ccc(C)cc2)cc1
    -1.0, 0, 1, 2, -8, -4, 7, -0.6, 100, -3
COCCn1c(SCC(=O)c2ccc(CNC(C)=O)o2)nc2ccccc2c1=O
    -0.7, -2, 2, -3, 7, -1, 43, 0.8, nt, 1
O=C(CNC(=O)c1ccccc1F)OCc1nc2ccccc2s1
    -0.6, -2, 0, 3, 0, -2, -14, -2.1, 104, -7
COc1ccccc1N1CCN(C(=O)c2ccccc2SCC(=O)NCc2ccco2)CC1
    -0.9, -5, 2, -1, 0, 0, 35, -2.3, 101, 0
CCOc1ccc(C2C(C(=O)c3ccc(C)o3)=C(O)C(=O)N2CCN2CCOCC2)cc1OC (configuration not stated)
    0.8, -2, 0, 0, -4, -1, 7, -1.0, 98, 1
O=C(CCN1C(=O)S/C(=C/c2ccc(F)cc2)C1=O)Nc1ccc(O)c(C(=O)O)c1
    1.0, -4, 7, -1, -8, 10, 21, -1.2, 95, 3
NC(=O)c1nn(CC(=O)Nc2cccc(S(=O)(=O)N3CCCC3)c2)c(=O)c2ccccc12
    0.2, 0, 0, 1, 0, -1, -5, -1.0, nt, -2
O=C1/C(=C\c2cccc(O)c2O)SC(=S)N1Cc1ccccc1
    2.0, 2, 52*, 4, 1, 15, 1, -1.3, 102, -8
COc1ccc(S(=O)(=O)N(C)CC(=O)N2CCN(Cc3ccccc3)CC2)cc1C
    0.4, 0, 10, -2, -16, 0, 0, nt, 99, -6
COC(=O)c1ccccc1NC(=O)Nc1ccc(C(=O)N2CCCC2)cc1
    -1.8, 2, 1, -1, -5, -1, 4, -0.5, nt, -3
O=S(=O)(NCc1cccs1)c1cccc(S(=O)(=O)N2CCCCC2)c1
    1.1, -3, nt, -5, 1, -1, 14, -2.9, 97, -1
Cc1ccc(C)c(S(=O)(=O)Nc2ccc(O)c(C(=O)O)c2)c1
    1.2, 0, 0, 5, -11, -2, 30, -1.4, 77, 3
CCOc1ccc(C2CC(c3cccc(OC)c3)n3nc(N)nc3N2)cc1 (configuration not stated)
    1.1, -5, nt, 3, -15, -1, 24, -0.6, 114, -2
CCc1ccc(N2CN(Cc3cccnc3)CNC2=S)cc1
    0.0, -3, 0, 2, 1, -1, 0, 1.2, 112, 0
COc1cc(C2=NOC(C(=O)Nc3ccc(C)cc3)C2)cc(OC)c1OC (configuration not stated)
    0.1, 14, -1, 0, -4, -3, -9, 0.2, 106, -2
Cc1ccc(NC(=O)[C@@H]2CCCN2S(=O)(=O)c2ccccc2F)cc1S(=O)(=O)N1CCOCC1
    0.9, -1, -4, 3, 5, 1, 4, -3.0, 129, -6
CN(C)S(=O)(=O)c1cccc(-c2nn(-c3ccccc3)cc2/C=C(\C#N)c2nc3ccccc3[nH]2)c1
    -2.6, -5, -1, 2, -2, -2, -6, -1.8, 79, -4
Cc1nn(-c2nnc(C)c(=O)[nH]2)c(C)c1SCC(=O)Nc1ccc(C(C)C)cc1
    -0.7, 0, 37, 1, -5, 0, -4, -0.3, 101, -3
CCCCOc1ccc(CSC(CC(=O)O)C(=O)O)cc1 (configuration not stated)
    -2.0, -3, -3, -1, -7, -4, -3, nt, 104, -6
CCC(C)n1c(=O)c2sccc2n2c(CCCC(=O)N3CCC(C(N)=O)CC3)nnc12 (configuration not stated)
    1.1, 4, 8, -3, -3, 3, -4, -2.2, 111, -1
CC(=O)c1sc(NC(=O)c2ccc(F)cc2)nc1-c1ccccc1
    -0.4, nt, 1, -1, -13, -10, 11, 0.5, 98, -1
CC1=NN(c2ccccc2)C(=O)/C1=C\c1cc(C)n(C)c1C
    1.0, nt, 5, -3, 0, 5, 6, -0.3, 109, -4
O=C(O)c1ccccc1C(=O)OCCc1cc2ccccc2c(=O)o1
    -0.8, -2, nt, 0, -6, 2, -3, 1.3, 104, -5
Cc1cc(C)cc(OCC(=O)Nc2nonc2NC(=O)COc2cc(C)cc(C)c2)c1
    1.7, nt, 0, 1, 3, 7, 0, -0.2, 103, -4
CC(C)CCC(C)NC(=O)C1CCN(S(=O)(=O)/C=C/c2ccccc2)CC1 (configuration not stated)
    0.0, -5, -2, -3, 0, -2, 26, -2.0, nt, -3
CCN1CCN(CC(=O)NC2CCCC2)C(=O)C1=O
    0.1, nt, nt, 1, 1, 1, 4, -0.4, 105, 0
CCOc1ccc2[nH]c3c(N4CCc5ccccc5C4)ncnc3c2c1
    nt, nt, -1, -2, nt, nt, 10, nt, 99, nt
COc1cc(NC(=O)c2cc(S(=O)(=O)N3CCCCC3)ccc2N2CCOCC2)cc(OC)c1
    -0.7, -3, -4, -3, 11, -4, 6, -0.4, 115, 5
CC(C)(C)n1nnc(CCc2nnn(C(C)(C)C)n2)n1
    -6.7, 4, 23, 1, -13, -3, 31, -0.5, 104, 2
CN(C(=O)COC(=O)c1ccc2ccccc2n1)C1CCS(=O)(=O)C1 (configuration not stated)
    0.8, -3, -1, 2, -4, 1, -1, -1.0, 84, -2
Cc1ccc(C)c(NC(=O)CN2C(=O)CNC2=O)c1
    0.3, -3, 21, 4, -1, -2, -7, -0.5, nt, -2
Cc1cc(C)nc(NC(=O)c2ccc(C)c(C)c2)n1
    -2.1, -1, -4, 2, -3, 0, 12, -0.2, 106, 2
CCOC(=O)c1c(C)[nH]c(NC(=O)N2CCOCC2)c1C
    1.9, -1, -2, -2, 3, 1, -2, -1.6, 105, -1
NNC(=O)C1SCCN1S(=O)(=O)c1ccc(Cl)cc1 (configuration not stated)
    1.2, nt, 49, 0, -4, -2, 30, -1.4, 104, -3
O=C(CN(C(=O)CNC(=O)c1ccco1)c1ccc2c(c1)OCCO2)NC1CCCCC1
    -0.2, 1, 8, 0, -6, -1, 6, 0.9, 98, 3
Cc1ccccc1OCC(=O)Nc1ccc(S(=O)(=O)N2CCCC2)cc1
    0.4, -2, -2, 0, -2, -4, -10, -2.3, 98, -2
COc1cc(C(=O)OCc2cc(=O)c(O)co2)ccc1OC(F)F
    -0.1, nt, -4, 0, -21, 3, 9, -2.1, nt, -3
CC(C)N(c1ccccc1)c1ncnc(NCCC(=O)O)c1[N+](=O)[O-]
    0.1, 7, 1, 1, 4, 4, 10, -1.1, nt, -3
Cn1cccc1/C=C1\SC(=O)N(c2ccc(O)cc2)C1=O
    4.0, 0, 1, -2, 5, -32, 7, 1.2, 103, -3
Cn1c(=O)n(C)c2cc(/C=N/NC(=O)c3ccc(Cl)cc3Cl)ccc21
    1.9, 1, 2, 0, -6, 6, 0, -2.8, nt, 1
COCCCNC(=O)C1CCN(S(=O)(=O)N(CC(C)C)CC(C)C)CC1
    0.6, -2, -2, -3, 13, 2, 2, -2.9, 78, -1

Next part.
Below each SMILES: LANA DNA inh, CAL PDZ FP-2, NSD2 HMT inh, V-ATPase pH, Cardiac RTF inh, DAGLB inhibitor, Arr AP2 block, CAL PDZ FP-1, DSG3 Ab inh, Keap1-Nrf2 PPI
CC(=O)c1ccc(N2CCN(C(=O)c3ccco3)C(C)C2)c(F)c1 (configuration not stated)
    0.1, 6, 0, 2, -6, 2, 5, -4.0, 100, -4
COc1cccc(/C=C(/C#N)c2ccc(Cl)cc2)c1OCc1cccc(C(=O)O)c1
    0.6, 2, 8, 3, -10, 6, 15, -6.2, 100, 0
O=C(CCN1C(=O)/C(=C\c2ccccc2Cl)SC1=S)Nc1cccnc1
    1.5, 66*, 1, 4, -6, 0, 1, -1.3, 104, -5
C=CCNC(=O)C(=O)Nc1ccc2c(c1)N(S(=O)(=O)c1cccs1)CCC2
    1.2, -9, -1, 1, 0, -1, -11, -1.2, 104, 0
Cc1cccc(C(=O)NCCc2n[nH]c(=S)n2C)c1
    0.4, 5, -4, 1, 4, -2, 25, 0.9, 94, 1
CN1C(=O)S/C(=C\c2ccc(-n3cncn3)cc2)C1=O
    -0.7, -2, -2, 3, 2, -5, 1, -2.8, 93, 2
CC(=O)/C(=N/Nc1ccccc1)N1CCOCC1
    0.3, 2, -1, 2, 3, 1, -9, -0.8, 106, -5
COc1ccc(-c2csc3ncnc(N4CCN(c5ccccc5)CC4)c23)cc1
    -0.9, nt, 2, -3, -1, -7, 10, -1.1, 109, -3
O=C(NCc1ccc(Cl)cc1)C1=Cc2cc(Cl)ccc2OC1
    0.0, -2, 1, -1, 2, -12, 1, -4.4, 102, -6
O=C(Nc1ccccc1)c1cccnc1N1CCOCC1
    -0.3, -3, -2, -3, -1, -1, 9, -1.1, 101, -2
CN(CCc1cn[nH]c1)Cc1nc(C(c2ccccc2)c2ccccc2)no1
    -1.5, -6, -1, -3, 0, -1, 3, -0.5, 106, -2
COc1ccc(C2SCCN2C(=O)c2ccc([N+](=O)[O-])cc2)cc1 (configuration not stated)
    -0.7, 1, -1, 1, 2, -1, 4, -1.5, 100, -2
Cc1nc(N2CCOCC2)nc(N2CCCCC2C)c1[N+](=O)[O-] (configuration not stated)
    1.4, -3, 11, -1, 1, -7, 31, -0.4, nt, 1
